Akt phos inh = Akt phosphorylation inhibition; Neuro2A IGF-stimulated pAkt S473 HTRF, 20 min; hits give low values; activity change, % for hits at 50 µM; 360,000 compounds, 0.32% hits; in the data active = activity change below about -80%; inconclusive = mostly about -51% to -80%; also: % is scaled to controls: 0 for no effect and ±100 for the full control effect
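Single-point screen (50 µM final compound) in Neuro2A cells stimulated 20 min with 6 nM IGF at 37 deg C. After lysis, Ser473-phosphorylated Akt read by HTRF (ex 330 nm, em 615/665 nm) as the 665/615 ratio.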
CCT chaperon mod = changes cytosolic chaperonin activity; purified chaperonin ATPase assay, HTRF ADP detection, 30 min; activity change, % (concentration not given with the values), hits read low; 360,000 compounds, 0.3% hits; AID 651819; in the data active = activity change below about -30%; also: % is scaled to controls: 0 for no effect and ±100 for the full control effect
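ATPase activity: ADP formed was measured by HTRF Transcreener (665/615 nm ratio) after 30 min at 37 deg C with 10 uM ATP. Compounds screened at one 76 uM concentration against 40 or 20 nM TRiC in Tris pH 7.4/KCl/MgCl2/DTT buffer.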
Mm-Cpn inhibitor = blocks the Methanococcus maripaludis chaperonin Mm-Cpn; purified Mm-Cpn ATPase, ADP Transcreener TR-FRET; Potency, µM (top dose mostly 76.9 µM), for the others: at the top dose activity, negative = inhibition, most hits filed as inhibitors; 330,000 compounds, 0.031% hits; also: potency is read from the fitted curve at half-maximal effect; % is scaled to controls: 0 for no effect and ±100 for the full control effect; nearly all actives have a fitted effect of over 80% in size
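Quantitative HTS used 25 nM Mm-CPN and 10 uM ATP in magnesium/KCl Tris buffer, pH 7.4, with 1 mM DTT. Hydrolysis ran 30 min at 37°C; ADP was read by HTRF.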
TGFb inhibitor = inhibitors of TGF-b signaling; HepG2 CAGA-GFP TGF-b/SMAD3 reporter, GFP fluorescence, 18 h; TGF-beta stimulated, 500 pg/mL final; Potency, µM (highest dose often 46.1 µM), for inactives: top-dose activity, negative = inhibition, usual class: inhibitors; 410,000 compounds, 1.2% hits; AID 588855; also: potency is read from the fitted curve at half-maximal effect; % is scaled to controls: 0 for no effect and ±100 for the full control effect; nearly all actives have a fitted effect of over 65% in size
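Read-out: total well GFP (ex488/em500-530) summed from mean per-cell fluorescence. Cells: HEPG2 CAGA-GFP, 1% FBS DMEM, 18 h at 37 degrees C with 500 pg/mL final TGF-beta. Unstimulated wells served as the full-inhibition control; stimulated DMSO wells = 0%.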
EPAC2 antag = blocks human EPAC2 exchange factor; EPAC2 GEF exchange of Rap1B-BODIPY-GDP, fluorescence; AID 720708; Potency, µM (top dose mostly 114 µM), inactives show at the highest dose activity, negative = inhibition, most hits filed as inhibitors; 360,000 compounds, 0.18% hits; also: potency is read from the fitted curve at half-maximal effect; % is scaled to controls: 0 for no effect and ±100 for the full control effect; nearly all actives have a fitted effect of over 45% in size; many of its hits are not listed in these tables
Target sequence (Q8WZA2 whole entry, looked up): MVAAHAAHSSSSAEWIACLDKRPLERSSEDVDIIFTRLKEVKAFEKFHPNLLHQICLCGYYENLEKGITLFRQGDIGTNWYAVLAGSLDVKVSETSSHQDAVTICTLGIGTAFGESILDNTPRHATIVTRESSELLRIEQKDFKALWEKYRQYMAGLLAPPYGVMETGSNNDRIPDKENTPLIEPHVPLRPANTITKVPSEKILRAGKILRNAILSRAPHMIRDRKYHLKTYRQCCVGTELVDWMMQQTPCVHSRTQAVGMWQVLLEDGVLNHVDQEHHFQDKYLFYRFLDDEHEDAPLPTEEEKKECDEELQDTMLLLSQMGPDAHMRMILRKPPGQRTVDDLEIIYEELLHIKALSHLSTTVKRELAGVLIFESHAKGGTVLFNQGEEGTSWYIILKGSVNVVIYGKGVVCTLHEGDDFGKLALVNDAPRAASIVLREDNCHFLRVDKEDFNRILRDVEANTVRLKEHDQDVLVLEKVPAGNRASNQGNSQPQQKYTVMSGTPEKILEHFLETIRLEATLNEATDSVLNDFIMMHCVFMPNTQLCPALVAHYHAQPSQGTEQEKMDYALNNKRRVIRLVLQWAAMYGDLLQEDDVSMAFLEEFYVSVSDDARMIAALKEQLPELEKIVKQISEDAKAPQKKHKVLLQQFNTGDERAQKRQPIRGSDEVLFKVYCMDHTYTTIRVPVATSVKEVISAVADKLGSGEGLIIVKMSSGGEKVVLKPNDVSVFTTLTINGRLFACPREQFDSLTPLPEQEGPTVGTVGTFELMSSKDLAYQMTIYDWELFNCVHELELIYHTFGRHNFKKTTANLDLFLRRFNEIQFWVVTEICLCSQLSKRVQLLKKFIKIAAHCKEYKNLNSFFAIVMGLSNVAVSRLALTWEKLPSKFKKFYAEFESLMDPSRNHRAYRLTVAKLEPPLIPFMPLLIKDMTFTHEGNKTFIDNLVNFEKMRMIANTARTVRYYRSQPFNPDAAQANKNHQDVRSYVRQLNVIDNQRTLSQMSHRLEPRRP
Nrf2 ARE act = activators of Nrf2 (ARE) signaling; 410,000 compounds, 0.31% hits; Potency, µM (highest dose often 46.1 µM), for inactives: at the highest dose activation, most hits filed as activators; AREc32 ARE-luciferase reporter (MCF7-derived line), luminescence, 24 h; also: potency is read from the fitted curve at half-maximal effect; % of control where 0% means no effect; nearly all actives have a fitted effect of over 65% in size
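Quantitative high-throughput format: AREc32 reporter cells, 1000 per well, received compound by pin transfer and were incubated 24 hr at 37 deg C, 5% CO2, before Steady-Glo luminescence detection.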
Nrf2 inh = Nrf2 pathway inhibition; 360,000 compounds, 2.1% hits; Potency, µM (highest dose often 46 µM), inactives show top-dose activity change, negative = inhibition, usual class: inhibitors; A549 ARE-Fluc reporter, luciferase luminescence, 18-24 h; AID 504444; also: potency is read from the fitted curve at half-maximal effect; % is scaled to controls: 0 for no effect and ±100 for the full control effect; nearly all actives have a fitted effect of over 60% in size
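Reporter: ARE-Fluc in A549. Exposure: 18-24 h, 37 °C, 5% CO2, 5% FBS OPTI-MEM. Readouts: fluorescent cytotoxicity (CellTiter-Fluor), then luminescent Nrf2 signal after BugLite.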
EPAC2 agonist = activates human EPAC2 exchange factor | EPAC2 activation, biochemical qHTS; response scale: 100% = 6.5 mM cAMP response | Potency, µM (highest dose often 154 µM), inactives show at the top dose activation, actives largely listed as activators | 360,000 compounds, 0.079% hits | AID 720711; also: potency is read from the fitted curve at half-maximal effect; nearly all actives have a fitted effect of over 50% in size
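Setup: EPAC2 100 nM, labeled Rap1B complex 250 nM, free GDP 50 uM. Compound titrations pinned in, brief spin, 5 min room temperature incubation. Kinetic fluorescence read over 30 min, normalized to 6.5 mM cAMP.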
A549 tox = kills or reduces viability of A549 cells in Nrf2 counter-screen. A549 ARE-Fluc cells, CellTiter-Fluor viability, 18-24 h. 390,000 compounds, 0.16% hits. Potency, µM (titrated, usually from 46 µM), for the others: at the top dose activity change, negative = cytotoxicity, hits mostly inhibitors; also: potency is read from the fitted curve at half-maximal effect; % is scaled to controls: 0 for no effect and ±100 for the full control effect
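Cytotoxicity counterscreen: CellTiter-Fluor fluorescence was measured in A549 ARE_Fluc cells after 18-24 h of compound exposure in a concentration series. The subsequent BugLite luminescent read reports ARE-luciferase activity.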
* hit, by the source's call; i = inactive; u = inconclusive; x = not tested or not shown. Unless noted, calls follow the shape of the dose curve; as a rule, active = well fitted curve in the direction sought with a large enough effect; inconclusive = small, poorly fitted or top-dose-only effect, or another doubt; inactive = no such curve, though single readings can be large; an effect the other way counts as inactive or inconclusive. Not all compounds are listed; rates above refer to the full screens.

SMILES | Akt phos inh | CCT chaperon mod | Mm-Cpn inhibitor | TGFb inhibitor | EPAC2 antag | Nrf2 ARE act | Nrf2 inh | EPAC2 agonist | A549 tox
CC(=O)N1CCN(c2ccc(NC(=O)c3ccc(N4CCCC4)c([N+](=O)[O-])c3)cc2Cl)CC1 | i | 2.7 | 1.5% | -4.1% | 7.4% | 0.2% | 23.1µM* | 10.0% | -14.1%
Cn1c(=O)c2c(nc(NCc3ccc4c(c3)OCO4)n2Cc2ccccc2F)n(C)c1=O | i | 1.8 | -1.0% | -3.8% | 3.7% | 2.8% | x | 14.8% | -6.7%
Cc1cc(OCC(=O)NCCN2CCOCC2)cc(C)c1Br | i | 1.8 | 3.1% | 5.4% | 0.6% | -0.3% | 0.6% | 7.0% | -12.4%
COc1ccc(CN2CCOCC2)cc1OC | i | -7.0 | -1.8% | 3.7% | 0.2% | -0.8% | -8.1% | 3.3% | -9.5%
O=C(NCCc1ccccc1)c1ccc(NC(=O)C2CCCCC2)cc1 | i | -2.5 | x | -7.9% | -14.0% | -0.2% | 5.5% | 15.2% | -13.9%
COc1cc(CNCc2ccccn2)ccc1OCc1cccc(Cl)c1 | i | -2.3 | 0.2% | 9.1% | -3.9% | 4.0% | -22.1% | 10.5% | -7.1%
Cc1cc2ncn(S(=O)(=O)c3ccc(S(=O)(=O)N4CCCCCC4)cc3)c2cc1C | i | -1.5 | x | -5.5% | 1.1% | 0.4% | u | 9.1% | -1.1%
COc1ccc(OC/C(O)=C(\C#N)c2nc3ccccc3[nH]2)cc1 | i | -0.7 | -0.8% | 8.7% | -10.5% | 11.1% | -4.1% | 4.9% | -2.2%
Cc1ccc(NC(=O)CCSc2nc(-c3ccc4c(c3)OCO4)cc(C(F)(F)F)n2)cc1 | x | x | x | 6.6% | x | -0.8% | 1.4% | x | -4.2%
COC(=O)c1ccccc1NC1c2ccccc2C(=O)N1c1cccnc1 (configuration not stated) | i | -0.6 | 0.8% | -17.6% | -8.1% | 3.8% | -17.3% | 4.2% | -7.9%
O=C(NC1CC2CCCC(C1)N2C(=O)Nc1ccccc1)c1ccccc1 (configuration not stated) | i | 0.1 | 0.5% | 23.1% | 2.8% | 0.0% | 3.4% | 2.9% | -9.1%
Nc1[nH]c(C(=O)c2ccccc2)c(-c2ccc(Br)cc2)c1C(=O)NCCc1c[nH]c2ccccc12 | i | 1.3 | x | x | 6.9% | 0.0% | x | 18.3% | x
N/C(=N\NC(=O)c1ccccc1Cl)c1cc2ccccc2oc1=O | i | -4.6 | 0.7% | 11.9% | -4.0% | 12.0% | 9.6% | 5.3% | 0.8%
CC(=O)c1ccc(OC(C)C(=O)NCC2(N3CCOCC3)CCCCC2)cc1 (configuration not stated) | i | -0.4 | 0.8% | 23.3% | 17.9% | 2.7% | 2.2% | 8.7% | -2.8%
c1ccc(-c2nc(N3CCCCCC3)c3ccccc3n2)nc1 | i | 2.5 | -0.3% | 0.5% | -4.4% | -0.2% | x | -0.1% | u
CCOc1ccc2nc(SCC(=O)NCc3ccc(S(N)(=O)=O)cc3)[nH]c2c1 | i | -1.4 | 0.3% | -9.7% | 13.8% | 0.6% | 2.8% | 4.4% | 9.6%
COc1ccc(C(C(N)=O)c2ncc(C(F)(F)F)cc2Cl)cc1OC (configuration not stated) | i | 2.6 | -0.1% | -0.8% | -7.3% | -0.9% | 10.0% | -1.9% | -1.7%
CSc1nsc(/C=C/Nc2ccc(C(=O)O)cc2)c1C#N | i | 0.8 | -22.6% | 2.2% | -8.3% | 13.6% | 8.4% | 3.1% | 0.2%
COc1ccc(C2NC(=O)NC3=C2C(=O)CCC3)cc1 (configuration not stated) | i | 0.6 | -2.9% | 22.9% | 8.4% | 0.1% | -4.9% | 1.7% | -3.3%
COc1cccc(OC)c1C(=O)NC(=O)Nc1c(F)cc(F)cc1F | i | -2.3 | 1.3% | -10.7% | 2.4% | 0.0% | -13.0% | 9.1% | -5.6%
Cc1csc(=O)n1CC(=O)OCC(=O)Nc1cc([N+](=O)[O-])ccc1Cl | i | 1.3 | 1.4% | 8.1% | -4.9% | 0.3% | -8.0% | 11.3% | -1.2%
Cc1ccccc1NC(=O)C(C)OC(=O)c1ccccc1C(=O)N(C)c1ccccc1 (configuration not stated) | i | -3.7 | 0.1% | 0.0% | 7.1% | 0.0% | -2.1% | 4.8% | -6.3%
CN(C)/C=C(/C(=O)c1ccccc1Cl)S(=O)(=O)c1ccccc1 | i | 1.2 | x | -9.4% | -3.3% | -0.3% | -6.6% | 1.4% | -7.2%
COc1ccc2c(Sc3ccccc3)c(C(=O)NCCN(C)C)[nH]c2c1 | x | x | x | -6.9% | x | 3.1% | 10.0% | x | 8.1%
CN(C(=O)COC(=O)/C=C/c1ccccc1)C1CCS(=O)(=O)C1 (configuration not stated) | i | -0.3 | x | 4.0% | 4.3% | 12.8% | x | 4.5% | x
Cn1nc(N)c2ncc(-c3ccc(Cl)cc3)nc21 | i | -1.4 | x | -4.9% | -2.1% | 8.6% | x | -3.2% | x
CCNc1ccc(C(=O)OCC)cc1NC(=O)c1cccc(S(=O)(=O)N2CCOCC2)c1 | i | -1.4 | -0.9% | 0.5% | -1.7% | 0.4% | 7.2% | 16.4% | 13.3%
CN(CC(=O)Nc1ccc(F)cc1)C(=O)CCc1nc2sc3c(c2c(=O)[nH]1)CCCC3 | i | -2.2 | -6.3% | 0.0% | 5.0% | 8.3% | -29.1% | -16.9% | -11.3%
c1ccc(-n2nnnc2-n2cnc3ccccc32)cc1 | i | -3.2 | -0.4% | -5.2% | 1.6% | -0.3% | -7.2% | 5.4% | -1.4%
O=C(NCCc1csc(-c2cccnc2)n1)c1ccc(Cl)cc1 | i | -0.6 | -2.5% | -7.9% | 4.8% | -0.8% | u | 4.3% | -4.7%
CS(=O)(=O)Nc1ccc(-c2cn3c(n2)SCC3)cc1 | i | -0.6 | -0.6% | 11.1% | 14.8% | -0.3% | u | 7.0% | 2.3%
Cc1cccc2cc(/C=C/C(=O)c3ccco3)c(Cl)nc12 | i | 1.2 | -0.9% | -32.6% | 0.3% | u | u | 2.0% | 1.7%
COc1ccc(NC(=O)c2cc(-c3ccc(F)cc3OC)n[nH]2)c(OC)c1 | i | 0.3 | x | 27.2% | 25.0% | -0.3% | x | -10.7% | x
COc1ccc(NC(=O)c2sc(=O)n(Cc3ccc(F)c(Cl)c3)c2C)cc1OC | i | -1.6 | x | -10.7% | -9.4% | 3.3% | x | 5.1% | x
CC1CCCC(C)N1S(=O)(=O)c1ccc(NC(=O)c2ccccc2C(=O)N2CCOCC2)cc1 (configuration not stated) | i | -2.1 | 0.3% | 15.4% | 2.9% | -0.5% | 12.9% | 5.1% | 5.5%
Cc1ccc(C)c(S(=O)(=O)N2CC(=O)N(CCc3ccccc3)C(=O)C2)c1 | i | -0.9 | 1.5% | 10.6% | 6.3% | 0.9% | 0.6% | -1.1% | -0.9%
CC(NC(=O)CSc1nc(-c2cccc(Cl)c2)nc2cc(=O)[nH]n12)c1nc2ccccc2n1C (configuration not stated) | x | x | x | 3.8% | x | -0.3% | u | x | 8.6%
CC(=O)NCCSC(=O)c1ccc(F)cc1 | i | -1.1 | -0.6% | 5.1% | -2.1% | -0.8% | -4.9% | 1.8% | -2.6%
COc1ccc(C2CC(c3cccs3)=NN2C(=O)CSC2=NCCS2)cc1 (configuration not stated) | i | -0.9 | -15.9% | -5.4% | -5.5% | 17.8% | 18.4µM* | 8.3% | -25.7%
CC(C)C(=O)Nc1ccc(S(=O)(=O)N2CCC(c3nc4ccccc4[nH]3)CC2)cc1 | i | 0.5 | -0.3% | -29.7% | 8.2% | 0.6% | -20.9% | 5.4% | -7.5%
CCCC(CCC)C(=O)Nc1ccncc1 | i | -3.4 | 0.8% | -9.5% | 2.5% | 0.3% | -3.9% | 6.1% | 7.5%
CCC(=O)N1CCc2cc(Br)cc(S(=O)(=O)CCC(=O)NCCOC)c21 | i | -2.0 | 0.8% | -3.7% | 0.1% | -0.6% | 8.1% | 5.7% | 0.8%
CC1=C(C(=O)OCc2ccccc2)C(c2cccs2)NC(=O)N1CCCC(=O)O (configuration not stated) | i | -2.5 | -1.5% | -11.1% | -5.4% | 5.6% | -2.0% | 6.4% | -1.3%
C=C(C)CC(c1ccccc1)N(C(C)=O)c1ccco1 (configuration not stated) | i | -3.7 | 0.3% | 4.7% | -12.4% | -0.5% | -22.0% | 10.4% | 3.3%
COc1cccc(C(=O)N(CN2CCCC2=O)c2ccccc2OC)c1 | i | -3.4 | 0.6% | -9.2% | -13.4% | 0.3% | 2.5% | 16.6% | x
Cc1ccc(NC(=O)C(C)Sc2nnc(C3CC3)n2C2CC2)cc1S(=O)(=O)N1CCOCC1 (configuration not stated) | i | -0.7 | -0.6% | 5.5% | 8.3% | -0.7% | -20.8% | -3.2% | -3.9%
CN(C)CCN(Cc1ccco1)C(=O)c1cc2c(Cl)nc3ccccc3c2s1 | i | -1.7 | 0.9% | -19.5% | -3.9% | 2.9% | 5.2% | 12.8% | 3.5%
CC(C)COc1ccc(C(=O)Nc2ccccc2[N+](=O)[O-])cc1 | i | -3.7 | -7.3% | 0.0% | -23.1% | 15.8% | u | 7.3% | -1.6%
CN(C)CCN(Cc1cc2cc3c(cc2nc1Cl)OCO3)C(=O)c1ccco1 | i | -2.3 | 0.5% | -2.1% | 7.2% | 0.2% | -2.4% | 6.5% | -9.2%
CN(C)CCN(C(=O)c1ccco1)c1nc2cc3c(cc2s1)OCCO3 | i | 0.5 | -5.7% | -10.0% | 4.5% | -0.3% | -12.4% | -7.2% | 1.2%
